Pf gametocyte – late stage P. falciparum gametocyte viability inhibitors, primary screen, ATP luminescence, HTS; P. falciparum stage V gametocytes, 24 h; inhibition, % at 10.9 µM; hit rate 0.065% among 150,000; AID 743093, 2013;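 active = inhibition above the mean plus 3 SD of compounds within the control limits, set per campaign, cut at about 38% in these data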;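 note: 0% = DMSO wells and 100% = medium only without gametocytes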
Cdc42 wt – modulators of GTP binding to wildtype Cdc42, primary screen, biochemical, multiplex bead flow cytometry, Bodipy-GTP; AID 761, 2007; percent activity (GTP binding), % at 10 µM; GST-Cdc42 beads; actives lie on both sides; hit rate 0.2% among 190,000; Cell division control protein 42 homolog (Homo sapiens), P60953;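 active = percent activity GTP binding at least 20 points away from the 100% baseline, either down as inhibitor or up as activator; inconclusive = compound flagged as likely green fluorescent from well-wide comparison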;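 note: median bead fluorescence of bound Bodipy-FL-GTP at 100 nM; 0% = excess unlabeled GTP control and 100% = no compound control; below 100% means less GTP binding so inhibitor and above means activator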
Target sequence (P60953 whole entry, looked up): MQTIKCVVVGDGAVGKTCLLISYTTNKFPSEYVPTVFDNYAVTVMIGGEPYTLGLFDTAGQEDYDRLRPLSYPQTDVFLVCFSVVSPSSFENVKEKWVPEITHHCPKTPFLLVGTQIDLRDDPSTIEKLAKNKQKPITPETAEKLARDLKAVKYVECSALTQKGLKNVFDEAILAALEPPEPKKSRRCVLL
Avidin fluor – green autofluorescence of compounds with avidin beads – biophysical, 488/530 nm, flow cytometry, artefact control, profiling panel | compound fluorescence 488/530 nm; active compounds read high | fluorescence (KMESF) at 10 µM | hit rate 0.38% among 220,000; in the data active = fluorescence above about 47; note: inactives centre near 10
Rac1 wt modul – wildtype Rac1 GTP binding modulators, primary screen, biochemical, GST-Rac1 beads, flow cytometry, multiplex; Ras-related C3 botulinum toxin substrate 1 (Homo sapiens), P63000; fluorescent GTP binding; actives lie on both sides; 0 = cold GTP competed, 100 = untreated; GTP binding activity (% of control), % at 10 µM; hit rate 0.27% among 190,000; AID 757, 2007;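 active = GTP binding activity at least 20 points away from the 100% control level, either lower or higher; inconclusive = compound flagged as likely green fluorescent, judged across all proteins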
HRas wt GTP – modulators of GTP binding to HRas wildtype, primary screen, biochemical, bead-based flow cytometry, multiplex; GTPase HRas (Homo sapiens), P01112; hit rate 0.14% among 190,000; GTP binding activity, % at 10 µM; GST-Ras wt beads, Bodipy-FL-GTP binding; actives lie on both sides;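 active = GTP binding activity at least 20% away from the 100% baseline, either lowered as inhibitor or raised as activator; inconclusive = flagged as likely green fluorescent, judged across all proteins in the well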;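 note: 0% = unlabeled GTP competition control and 100% = no-compound control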
Target sequence (P01112 whole entry, looked up): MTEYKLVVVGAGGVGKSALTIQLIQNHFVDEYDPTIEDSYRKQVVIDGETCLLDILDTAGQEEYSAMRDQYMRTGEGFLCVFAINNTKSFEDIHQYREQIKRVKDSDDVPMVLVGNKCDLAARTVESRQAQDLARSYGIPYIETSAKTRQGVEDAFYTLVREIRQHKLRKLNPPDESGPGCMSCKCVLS
Mcl1 Bid PPI – Mcl-1/Bid binding inhibitors, primary screen, biochemical, TR-FRET, 1536-well. inhibition, % at 21.7 µM. Induced myeloid leukemia cell differentiation protein Mcl-1 (Homo sapiens), Q07820. TR-FRET Mcl-1/Bid-Dy647 peptide binding. hit rate 0.97% among 220,000;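 active = compounds that cut the binding signal by more than half at the single screening dose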;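 note: His-tagged Mcl-1 with europium anti-His antibody binding Bid BH3 peptide; 0% = Mcl-1 plus peptide wells and 100% = peptide-only wells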
Target sequence (Q07820 whole entry, looked up): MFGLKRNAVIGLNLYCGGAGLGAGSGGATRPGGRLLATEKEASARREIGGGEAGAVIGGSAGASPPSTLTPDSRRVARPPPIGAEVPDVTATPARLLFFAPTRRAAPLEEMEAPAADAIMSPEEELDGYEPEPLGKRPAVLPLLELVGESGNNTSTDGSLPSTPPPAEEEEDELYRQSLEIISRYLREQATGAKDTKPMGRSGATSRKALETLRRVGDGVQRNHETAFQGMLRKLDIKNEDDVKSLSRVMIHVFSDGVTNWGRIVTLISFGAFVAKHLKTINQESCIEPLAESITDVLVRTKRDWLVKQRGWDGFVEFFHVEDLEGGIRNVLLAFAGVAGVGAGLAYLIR
Rac1 act GTP bind – GTP binding modulators of activated mutant Rac1, primary screen, biochemical, bead-based flow cytometry, multiplex, fluorescent GTP | Ras-related C3 botulinum toxin substrate 1 (Homo sapiens), P63000 | GST-Rac1 activated beads; actives lie on both sides; 100% means binding = to untreated wells | percent activity (GTP binding), % at 10 µM | hit rate 0.11% among 190,000;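 active = GTP binding at least 20 percentage points away from the 100% baseline, in either direction, so actives lie on both sides; inconclusive = Compound likely fluorescent itself, or too few beads counted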
Rab7 wt GTP bind – modulators of GTP binding to Rab7, primary screen, biochemical, wildtype, multiplex bead flow cytometry. Rab7 GTPase wild type (dog), Bodipy-FL-GTP binding. GST-Rab7 beads, fluorescent GTP binding; actives lie on both sides; untreated = 100%, excess cold GTP = 0%. GTP binding activity (percent of control), % at 10 µM. hit rate 0.055% among 190,000;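 active = fluorescent GTP binding to Rab7 beads changed by at least 20 points from the 100% baseline, either direction, mostly lower; inconclusive = compound itself probably fluorescent, or too few beads counted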;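 note: median green fluorescence of bound Bodipy-FL-GTP per Rab7 bead population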
Rab2 wt GTP – modulators of GTP binding to Rab2A wildtype, primary screen, biochemical, dog, bead-based flow cytometry, multiplex. hit rate 0.19% among 190,000. GTP binding activity, % at 10 µM. Ras-related protein Rab-2A (Canis lupus familiaris), P61105. GST-Rab2 wt beads, Bodipy-GTP binding;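 active = GTP binding activity at least 20 points away from 100%, either lowered or raised; inconclusive = signal likely due to the compound's own green fluorescence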;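 note: 0% = beads with excess unlabeled GTP and 100% = no-compound control corrected for plate trend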
GSH fluor – compound fluorescence on glutathione beads, profiling panel, artefact control, biophysical, 488/530 nm, flow cytometry. GSH beads flow cytometry, compound fluorescence 488/530 nm; active compounds read high. fluorescence (KMESF) at 10 µM. hit rate 0.25% among 190,000. AID 1776, 2009; in the data active = fluorescence above about 89;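 note: glutathione beads carrying GST-tagged Bcl family fusion proteins plus one bare bead set; values are compound well signal with DMSO vehicle wells as background; inactives centre near 16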
Mcl1-Noxa inh – Mcl-1/Noxa binding inhibitors, primary screen, biochemical, TR-FRET, 1536-well. Induced myeloid leukemia cell differentiation protein Mcl-1 (Homo sapiens), Q07820. AID 1022, 2008. hit rate 1.5% among 220,000. inhibition, % at 21.7 µM. TR-FRET Mcl-1/Noxa peptide binding, 2 h;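 active = compounds that cut the protein-peptide binding signal by more than 50% relative to plate controls in a single-dose test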;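 note: His-tagged Mcl-1 with rhodamine Noxa BH3 peptide and terbium anti-His antibody; 0% = Mcl-1 plus Noxa peptide wells and 100% = peptide-only wells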
* marks the source's active call; other numbers are inactive results; ? = inconclusive; . = no result given.

Structure,Pf gametocyte,Cdc42 wt,Avidin fluor,Rac1 wt modul,HRas wt GTP,Mcl1 Bid PPI,Rac1 act GTP bind,Rab7 wt GTP bind,Rab2 wt GTP,GSH fluor,Mcl1-Noxa inh
Cc1cc(N(CN2CCCC2=O)C(=O)c2ccc(OC(C)C)cc2)no1,4,96,10,96,98,-7,95,101,98,23,6
COCCN(C(=O)CNC(=O)c1ccco1)C(C(=O)NC1CCCCC1)c1cccc(OC)c1 (stereo not given),.,105,9,110,105,-27,102,102,107,8,-2
CCC(C)(C)NC(=O)C(c1ccc(OC)cc1)N(CCOC)C(=O)CCC(=O)Nc1nccs1 (stereo not given),.,98,11,99,99,-21,97,103,100,25,-23
CC(C)CC(NC(=O)C(COCc1ccccc1)NC(=O)OC(C)(C)C)C(=O)NN (stereo not given),.,96,10,99,95,-1,95,96,92,12,-1
COc1ccc(C2(CNC(=O)/C=C\c3ccco3)CCCC2)cc1OC,10,95,14,94,97,-11,93,97,96,21,17
COC(=O)[C@@]1(Cc2ccccc2)[C@@H]2C(=CC(=O)[C@H]2CC(=O)C(=O)N(C)C)CN1C(=O)c1ccccc1,.,99,11,101,101,-7,97,102,100,18,12
Cc1ccc(C(=O)Oc2cccnc2)cc1[N+](=O)[O-],2,99,4,104,100,-17,100,99,98,9,-3
CCCC1=C(C(=O)OCC)C(c2ccco2)C(C#N)=C(N)O1 (stereo not given),.,93,4,94,96,-61,94,98,97,21,14
COc1ccc(Br)cc1C(=O)NC(=S)Nc1cc(-c2nc3ccccc3[nH]2)ccc1C,-3,95,13,95,94,-2,94,97,92,14,-4
CC1(C)CC(=O)C=C(NCc2ccncc2)C1,.,96,9,96,97,-7,94,96,97,37,21
C=CCNCCCCOc1c(Cl)cc(C)cc1Br,-6,105,35,107,107,8,104,107,106,21,9
COCCSc1nnc(NC(=O)C2CC(=O)N(c3ccccc3)C2)s1 (stereo not given),.,97,26,97,97,-15,93,101,101,59,3
Cc1cccc(OCCn2nc(C(=O)O)c3ccccc3c2=O)c1,30,97,12,101,99,-3,96,99,98,26,21
COc1ccc(-n2nnnc2SCC(=O)Nc2ccc3c(c2)OCCO3)c(OC)c1,.,96,33,93,96,-7,93,99,92,12,9
Nc1c(C(=O)NCc2ccco2)c2nc3ccccc3nc2n1CCc1ccccc1,.,96,3,94,94,26,96,97,92,20,50

Part of the list above, with values under each structure:
Screens in order – Pf gametocyte, Cdc42 wt, Avidin fluor, Rac1 wt modul, HRas wt GTP, Mcl1 Bid PPI, Rac1 act GTP bind, Rab7 wt GTP bind, Rab2 wt GTP, GSH fluor, Mcl1-Noxa inh
- COCCN(C(=O)CNC(=O)c1ccco1)C(C(=O)NC1CCCCC1)c1cccc(OC)c1 (stereo not given)
  ., 105, 9, 110, 105, -27, 102, 102, 107, 8, -2
- CCC(C)(C)NC(=O)C(c1ccc(OC)cc1)N(CCOC)C(=O)CCC(=O)Nc1nccs1 (stereo not given)
  ., 98, 11, 99, 99, -21, 97, 103, 100, 25, -23
- CC(C)CC(NC(=O)C(COCc1ccccc1)NC(=O)OC(C)(C)C)C(=O)NN (stereo not given)
  ., 96, 10, 99, 95, -1, 95, 96, 92, 12, -1
- COc1ccc(C2(CNC(=O)/C=C\c3ccco3)CCCC2)cc1OC
  10, 95, 14, 94, 97, -11, 93, 97, 96, 21, 17
- COC(=O)[C@@]1(Cc2ccccc2)[C@@H]2C(=CC(=O)[C@H]2CC(=O)C(=O)N(C)C)CN1C(=O)c1ccccc1
  ., 99, 11, 101, 101, -7, 97, 102, 100, 18, 12

Further compounds:
Structure,Pf gametocyte,Cdc42 wt,Avidin fluor,Rac1 wt modul,HRas wt GTP,Mcl1 Bid PPI,Rac1 act GTP bind,Rab7 wt GTP bind,Rab2 wt GTP,GSH fluor,Mcl1-Noxa inh
Cn1c(=O)c2[nH]cnc2n(-c2ccccc2)c1=O,.,105,13,110,105,-44,101,99,102,37,16
Cc1ccc(C(=O)O)cc1S(=O)(=O)N1CCCC1,.,107,13,107,106,-20,105,100,105,10,4
O=C(Cc1ccccc1)N1CCC(C(=O)N2CCN(c3ccc(F)cc3)CC2)CC1,.,98,21,103,96,-19,94,100,96,24,20
Cc1ccc(NC(=S)N(CCCN2CCOCC2)Cc2cccs2)c(C)c1,7,100,14,102,99,-61,97,100,98,7,0
Cc1cc(=O)oc2cc(NC(=O)CCC(=O)O)ccc12,.,106,18,107,107,14,103,110,107,20,-8
COC(=O)c1sc(N)c(C(=O)OC)c1CSc1nnnn1C,-27,103,9,110,102,2,101,105,104,13,10
CCc1cc2c(=O)n(-c3ccccc3)cnc2s1,13,104,16,105,98,-85,103,101,100,27,-18
COc1cccc(C2c3c(-c4ccccc4)n[nH]c3C(=O)N2c2ccc(C(=O)O)cc2)c1 (stereo not given),.,97,10,97,98,4,97,98,97,24,4
CS(=O)(=O)N(CC(=O)NC1CCCC1)Cc1ccc(F)cc1,-4,97,9,99,97,-1,99,92,97,16,11
O=C(/C=C/c1ccc2c(c1)OCO2)NCc1ccc(F)cc1,.,101,14,101,98,3,97,98,92,12,2
CCOC(=O)c1c(N2C(=O)C3C4C=CC(O4)C3C2=O)sc2c1CCCC2 (stereo not given),.,99,27,103,102,4,99,101,100,10,23
Fc1ccc(COc2ccc(Br)cc2CNCc2ccncc2)cc1,3,98,7,96,98,37,97,102,96,20,13
COc1ccc(CN(C)Cc2cc(=O)n3ccsc3n2)c(OC)c1OC,.,96,9,95,96,-5,90,98,95,15,13
CCOc1cc(/C=C2/NC(=O)N(CC(=O)Nc3cccc(C)c3)C2=O)ccc1OCC(N)=O,10,?,9,?,?,3,?,?,?,20,59*
Cc1ccc2c(c1)N(CC(=O)N1CCCc3ccccc31)C(=O)CO2,.,102,8,101,102,-28,99,99,101,45,-22
Cc1cccc(CN2CCCC(C(=O)c3ccc4c5c(cccc35)CC4)C2)n1 (stereo not given),0,94,9,95,96,-7,92,96,97,9,25
COC(=O)c1ccc(CSc2nc3ccccc3o2)cc1,-27,95,7,93,94,-16,94,93,92,19,-1
COc1ccc(NC(=O)C(c2ccccc2)N2CCN(c3ccccn3)CC2)cc1Cl (stereo not given),-5,97,8,99,96,3,96,94,96,22,30
O=C1CCCN1CCCn1cnc2c([nH]c3ccc(F)cc32)c1=O,.,94,6,89,91,7,90,91,89,34,8
COCCOC(=O)c1c(C)nc(SCC(=O)Nc2cccc3ccccc23)c(C#N)c1-c1ccco1,.,101,6,103,101,14,98,101,101,29,-18
NC(=S)NNC(=O)Nc1ccc(Cl)c(Cl)c1,8,103,14,102,102,-50,98,100,98,10,18
Cc1ccc(-n2c(C)cc(C3=NNC(=NC4CC4)SC3)c2C)cc1C,-2,97,15,100,98,-13,95,100,97,11,35
CCn1ccc(=N)cc1,-5,92,26,91,95,-8,94,91,94,11,-4
O=C(C[N+]1(CC#Cc2ccccc2)CCOCC1)c1ccc(Cl)cc1,8,100,10,104,100,0,95,97,98,25,8
COc1ccc2c(C)c(C)c(=O)oc2c1OC,.,95,12,101,99,-18,97,103,97,15,7
O=C(OCC#CCSc1nnc(-c2ccncc2)o1)c1sc2ccccc2c1Cl,.,98,4,100,97,-2,97,98,97,3,-4
O=C(O)c1ccc(-c2nc(-c3ccc(Cl)c(Cl)c3)cs2)cc1,.,97,27,95,95,5,93,101,97,8,-2
Clc1nc(NCCN2CCOCC2)nc(NCc2ccccc2)n1,.,100,7,100,99,-32,96,99,99,16,-8
CCOC(=O)C1CCN(C(=O)Nc2ccc(Cl)cc2)CC1,-3,?,16,?,?,-2,?,?,?,9,12
COC(=O)[C@@H](NC(=O)O[C@H]1C(=O)c2ccc(OC)cc2O[C@@H]1c1ccc2c(c1)OCO2)C(C)C,.,105,11,108,102,-8,103,103,103,18,-2
O=C(NCCN1CCN(Cc2ccccc2)CC1)C1c2ccccc2C(=O)N2CCc3ccccc3C12 (stereo not given),-28,?,112*,?,?,-16,?,?,?,20,20
O=C1C2CCCN2C(=O)N1CCCCN1CCN(c2ccccc2)CC1 (stereo not given),9,99,5,102,99,-22,103,102,97,9,39
CC(=O)C1=C(O)C(=O)N(CCCO)C1c1ccccc1 (stereo not given),17,100,19,101,99,-36,101,96,98,4,6
CC1=C([N+](=O)[O-])C(c2cccc(Br)c2)C2=C(N1)c1ccccc1C2=O (stereo not given),-4,104,2,108,105,-11,100,106,103,35,41
Cc1nc(CN2CCCC2=NC#N)n(-c2ccccc2)n1,.,101,7,102,102,-5,100,101,100,16,8
O=C(CC(NC(=O)c1ccccc1)c1ccccc1)Nc1ccc(F)c(F)c1 (stereo not given),6,102,22,101,102,-12,96,106,101,11,14
Cc1ccc(C(=O)N/C(=C\c2ccc(-c3ccc(Br)cc3)o2)C(=O)NCCCN(C)C)cc1,-31,106,10,101,103,-11,96,110,107,11,31
CCc1c(C)nc(N)n2c(SCC(=O)Nc3ccccc3)nnc12,.,104,39,102,103,-2,101,105,104,20,10
Cc1cc(C)n(-c2nc(C(F)(F)F)nc3ccccc23)n1,.,100,8,96,96,-22,94,97,96,15,0
Cc1cccc(OCCCC(=O)Nc2ccc(S(=O)(=O)Nc3onc(C)c3C)cc2)c1,.,98,26,103,99,3,98,98,98,23,18
Cc1nnc(NC(=O)Cc2cccs2)s1,.,105,34,106,102,-45,100,99,100,14,26
